Source: PubChem BioAssay (several laboratories)
PfM18AAP inh – PfM18AAP enzyme inhibition; 290,000 compounds, 1.2% hits; recombinant PfM18AAP, H-Glu-NHMec fluorogenic cleavage; inhibition, % at 7.35 µM; AID 1822;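 active means inhibition above the campaign mean inhibition over all tested compounds plus 3 SD, cut at about 28% in these data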;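 further: 0% = plate median of test compound wells and 100% = 2 mM ZnCl2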
MEKK3 PB1 HTS – modulators (inhibitors or enhancers) of MEK5 binding to human MEKK3 PB1 domain | 290,000 compounds, 1.4% hits | bead-based flow cytometry, Alexa488-MEK5 binding to MEKK3; actives lie on both sides; 0 = blocked by unlabeled MEK5, 100 = vehicle | Q99759 | binding response (% of control), % at 10 µM | AID 1529;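 active means binding response more than 3 SD above or below the average of its plate-row segment, actives on both sides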;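 further: Alexa488 bead fluorescence after subtracting the streptavidin-only scavenger bead signal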
Target sequence (Q99759 whole entry, looked up, the tested form may be a part): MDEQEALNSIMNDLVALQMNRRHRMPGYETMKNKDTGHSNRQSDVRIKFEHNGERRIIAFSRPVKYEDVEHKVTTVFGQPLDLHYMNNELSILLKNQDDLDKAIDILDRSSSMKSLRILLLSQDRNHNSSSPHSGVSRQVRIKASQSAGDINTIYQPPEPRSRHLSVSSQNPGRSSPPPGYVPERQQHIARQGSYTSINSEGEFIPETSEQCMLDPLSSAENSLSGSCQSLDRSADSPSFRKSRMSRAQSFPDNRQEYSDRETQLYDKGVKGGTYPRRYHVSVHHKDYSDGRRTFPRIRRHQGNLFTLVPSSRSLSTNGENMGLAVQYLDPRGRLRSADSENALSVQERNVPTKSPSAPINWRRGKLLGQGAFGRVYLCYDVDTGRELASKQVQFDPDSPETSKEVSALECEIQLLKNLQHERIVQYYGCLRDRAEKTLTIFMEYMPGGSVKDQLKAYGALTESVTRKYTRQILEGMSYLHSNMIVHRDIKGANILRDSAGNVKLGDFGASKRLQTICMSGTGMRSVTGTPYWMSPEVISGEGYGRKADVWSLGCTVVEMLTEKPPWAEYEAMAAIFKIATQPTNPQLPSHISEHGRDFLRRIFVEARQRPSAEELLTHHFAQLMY
MEKK2mut PB1 HTS – signal of MEK5 binding to mutant human MEKK2 PB1 domain | bead flow cytometry, Alexa488-MEK5 binding to MEKK2 mutant | percent response, % at 10 µM | 290,000 compounds, 0.35% hits | AID 1530; in the data active means percent response above about 24%, passing the limit was not always enough; further: inactives centre near 1; some results filed as inactive read as strong as hits; reference of the scale not given here
MEKK2 WT-MEK5 – raises or lowers MEK5 binding to wildtype human MEKK2 PB1 domain | Q9Y2U5 | 290,000 compounds, 1.1% hits | bead flow cytometry, Alexa488-MEK5 binding to MEKK2 WT; actives lie on both sides | AID 1531 | binding response (% of control), % at 10 µM; in the data active means binding response below about 67% or above about 130%
GPR7 antagonist – blocks human GPR7 receptor signaling | GPR7-expressing cells, fluorescence antagonist assay | inhibition, % at 4.4 µM | 290,000 compounds, 1.1% hits; in the data active means inhibition above about 16%, passing the limit was not always enough;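 further: cells stimulated with the agonist NPW; 0% = agonist with vehicle and 100% = vehicle without agonist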
Target sequence (P48145 whole entry, looked up): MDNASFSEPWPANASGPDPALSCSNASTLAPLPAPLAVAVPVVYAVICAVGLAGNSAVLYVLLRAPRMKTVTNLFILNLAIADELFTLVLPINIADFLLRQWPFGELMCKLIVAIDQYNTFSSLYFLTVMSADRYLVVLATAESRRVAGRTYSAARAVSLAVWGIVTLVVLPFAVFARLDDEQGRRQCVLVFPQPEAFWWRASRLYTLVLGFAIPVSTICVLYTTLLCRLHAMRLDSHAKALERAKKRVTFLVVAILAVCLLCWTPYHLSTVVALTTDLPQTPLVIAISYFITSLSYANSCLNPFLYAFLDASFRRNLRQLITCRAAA
DNA FID counter – displaces DNA intercalator in HCV helicase counter-screen; DNA fluorescent intercalator displacement, fluorescence; inhibition, % at 7.9 µM; 290,000 compounds, 0.17% hits; AID 1845; in the data active means inhibition above about 37%;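 further: 0% = vehicle and 100% = reference compound; higher means more ethidium bromide displaced from hairpin DNA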
OXTR agonist – agonists of human oxytocin receptor; P30559; CHO-OTR cells, Fluo-8 calcium fluorescence; normalized: DMSO 0%, oxytocin 100%; activation, % at 3 µM; 320,000 compounds, 0.32% hits;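 active means activation above the mean of all tested compounds plus 3 SD, cutoff set per screening run, cut at about 20% in these data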;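 further: peak over basal fluorescence ratio from a 100 s FLIPR kinetic read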
PHOSPHO1 inh – blocks human PHOSPHO1 phosphatase activity. Q8TCT1. recombinant PHOSPHO1, absorbance phosphatase assay. inhibition, % at 13.3 µM. 290,000 compounds, 1.1% hits. AID 1565; in the data active means inhibition above about 60%
NALP1 inh – inhibitors of NALP1 inflammasome in yeast | S. cerevisiae NALP1/ASC/caspase-1 growth, X-gal OD620, 72 h | inhibition, % at 10 µM | 280,000 compounds, 0.61% hits; in the data active means inhibition mostly above about 24%, no sharp cut-off; inactive means mostly below about 32%; further: some compounds called inactive have numbers as strong as hits
* marks the source's active call; other numbers are inactive results; / = not tested or not shown; [ ] = dose if it differs, or a comment. No enrichment for hits; 6.2% or so of the library scored in one or more.

smiles	PfM18AAP inh	MEKK3 PB1 HTS	MEKK2mut PB1 HTS	MEKK2 WT-MEK5	GPR7 antagonist	DNA FID counter	OXTR agonist	PHOSPHO1 inh	NALP1 inh
O=C(NCc1ccc(Cl)cc1Cl)C(=O)N1CCCCC1	-2	104	2	111	9	-11	-1.5	11	18
CC(C)(C)NC(=O)C(c1ccncc1)N(C(=O)CNC(=O)c1ccco1)c1ccc2c(c1)OCO2 (stereo unspecified)	35*	97	-1	97	8	-11	-0.1	-1	1
CC(=O)Nc1ccc(S(=O)(=O)Nc2ccc3c(c2)OCO3)cc1	6	100	6	104	-8	-1	0.6	10	-10
COc1cc(NS(=O)(=O)c2ccc(C)c(C)c2)c(OC)cc1Cl	-5	100	0	94	-8	-13	0.1	9	10
COc1cc(C(=O)Nc2scc(-c3ccccc3)c2C(=O)O)cc(OC)c1OC	-9	100	-1	103	5	-9	-1.0	25	21
Cc1ccc(/C=N/NC(=O)c2cc3ccccc3cc2O)o1	2	95	-2	92	-7	-19	0.6	2	-12
CN1CCN(c2ccc(NC(=O)c3ccc(C(F)(F)F)cc3)cn2)CC1	2	100	2	101	-8	6	1.3	3	-14
O=C(CN1C(=O)c2cccc3cccc1c23)Nc1ccccc1C(=O)NCc1ccco1	-22	95	8	99	13	-2	9.5	/	/
CC(C(=O)Nc1ccc(F)c(F)c1F)N(C)CC(=O)Nc1ccccc1Br (stereo unspecified)	-1	99	10	108	16	-24	-1.4	-6	0
CC1(c2nnc(-c3ccccc3)o2)CC(c2cccnc2)=NO1 (stereo unspecified)	/	93	4	92	/	/	0.5	9	2
CCC(C)(CCNC(=O)Cc1ccccc1)c1ccccc1OC (stereo unspecified)	-2	97	0	100	16	-32	-1.1	14	13
COCCNC(=O)Cn1c(=O)n(Cc2ccc(C(=O)NCCc3ccc(OC)c(OC)c3)cc2)c(=O)c2ccccc21	-8	37*[inhibitor]	-18	45*[inhibitor]	-14	-52	-0.1	-16	-1
Cc1ccc(CN2C(=O)c3ccccc3C2C(=O)NCc2cccnc2)cc1 (stereo unspecified)	-4	117	7	115	9	-9	1.1	-5	-11
Cn1nc(-c2ccccc2)c(CO)c1Sc1ccccc1	0	111	-2	103	9	-14	-0.3	-32	12
CC1CCCCC1NC(=O)Cn1c(CN2CCCCC2)nc2ccccc2c1=O (stereo unspecified)	-10	98	-2	96	19	3	-0.3	-4	-4

smiles	PfM18AAP inh	MEKK3 PB1 HTS	MEKK2mut PB1 HTS	MEKK2 WT-MEK5	GPR7 antagonist	DNA FID counter	OXTR agonist	PHOSPHO1 inh	NALP1 inh
Cc1c(NC(=O)CN2CCN(c3ccc([N+](=O)[O-])cc3)CC2)c(=O)n(-c2ccccc2)n1C	-1	107	-7	97	-18	-22	-0.4	30	9
COc1cc(/C=N/NC(=O)CCN2CCN(c3ccccc3)CC2)cc(OC)c1OC	2	118	1	113	-16	-11	0.3	8	29
O=C(O)c1cccc(NC(=O)C2CC(=O)N(Cc3ccccc3)C2)c1 (stereo unspecified)	2	87	-5	89	-9	-1	-0.3	7	4
Cc1nc(N2CCCCC2C)c2c(C)c(C(=O)Nc3ccccc3C(F)(F)F)sc2n1 (stereo unspecified)	7	103	-4	96	-17	-20	-1.4	-20	-2
c1ccc2sc(Sc3ncnc4sccc34)nc2c1	-2	99	-2	97	-8	-7	-2.6	-12	46
CCCCNC(=O)CC(=O)Nc1ccccc1C(=O)O	6	107	3	108	11	4	0.5	3	0
Cc1c(N)cccc1-n1cccc1	1	101	3	95	-2	0	0.0	-4	2
CCCc1cc(=O)[nH]c(SCC(=O)N2CCCc3ccccc32)n1	2	97	-8	92	0	-7	-0.1	16	10
O=C(Nc1cc(C(=O)N2CCOCC2)cc(C(=O)N2CCOCC2)c1)c1cc(F)c(F)cc1Cl	-5	97	10	118	-11	-4	0.8	-25	13
OCCN(CCO)CC(O)Cn1c2ccccc2c2ccccc21 (stereo unspecified)	-6	97	1	101	4	13	-1.2	5	14
CCOC(=O)Cc1csc(NC(=O)CSc2nc3cccnc3n2CC)n1	-1	/	/	/	-11	-18	-0.4	28	12
Cc1ccccc1NC(=O)CSc1ccc(-c2cccnc2)nn1	4	99	3	102	5	-10	0.1	34	4
COc1ccc(NC(=O)CS(=O)(=O)c2cn(CC(=O)N3CCOCC3)c3ccccc23)cc1	-4	104	6	104	-16	-7	0.2	-17	14
CC[n+]1ccc(C)c2cc(P(=O)(c3ccccc3)c3ccccc3)ccc21	2	100	7	104	-23	0	-0.6	-62	4
O=C(CC1CCCC1)Nc1ccc(Br)cc1	0	102	0	102	-9	-7	-0.8	16	12

Given with two lines to a compound: 8 of the compounds above.
Every second line gives: PfM18AAP inh | MEKK3 PB1 HTS | MEKK2mut PB1 HTS | MEKK2 WT-MEK5 | GPR7 antagonist | DNA FID counter | OXTR agonist | PHOSPHO1 inh | NALP1 inh
CCCc1cc(=O)[nH]c(SCC(=O)N2CCCc3ccccc32)n1
→ 2 | 97 | -8 | 92 | 0 | -7 | -0.1 | 16 | 10
O=C(Nc1cc(C(=O)N2CCOCC2)cc(C(=O)N2CCOCC2)c1)c1cc(F)c(F)cc1Cl
→ -5 | 97 | 10 | 118 | -11 | -4 | 0.8 | -25 | 13
OCCN(CCO)CC(O)Cn1c2ccccc2c2ccccc21 (stereo unspecified)
→ -6 | 97 | 1 | 101 | 4 | 13 | -1.2 | 5 | 14
CCOC(=O)Cc1csc(NC(=O)CSc2nc3cccnc3n2CC)n1
→ -1 | / | / | / | -11 | -18 | -0.4 | 28 | 12
Cc1ccccc1NC(=O)CSc1ccc(-c2cccnc2)nn1
→ 4 | 99 | 3 | 102 | 5 | -10 | 0.1 | 34 | 4
COc1ccc(NC(=O)CS(=O)(=O)c2cn(CC(=O)N3CCOCC3)c3ccccc23)cc1
→ -4 | 104 | 6 | 104 | -16 | -7 | 0.2 | -17 | 14
CC[n+]1ccc(C)c2cc(P(=O)(c3ccccc3)c3ccccc3)ccc21
→ 2 | 100 | 7 | 104 | -23 | 0 | -0.6 | -62 | 4
O=C(CC1CCCC1)Nc1ccc(Br)cc1
→ 0 | 102 | 0 | 102 | -9 | -7 | -0.8 | 16 | 12

Going on with the list.
smiles	PfM18AAP inh	MEKK3 PB1 HTS	MEKK2mut PB1 HTS	MEKK2 WT-MEK5	GPR7 antagonist	DNA FID counter	OXTR agonist	PHOSPHO1 inh	NALP1 inh
O=C(CSC1=NCCS1)c1ccc(Cl)cc1	0	115	129*	282*	-1	-1	-1.1	-115	4
CCN(CC(=O)Nc1cccc(C(C)=O)c1)S(=O)(=O)c1ccccc1	-1	99	1	97	-16	-4	1.6	-8	0
COc1ccc(/C=N/NC(=O)c2cccc(NC(=O)c3ccccc3Cl)c2)cc1	4	99	4	90	4	-27	4.4	32	-9
COCCN1C(=O)/C(=C/c2ccc(Oc3ccc([N+](=O)[O-])cn3)c(OC)c2)SC1=Nc1ccccc1	7	105	4	94	-11	-1	0.8	-10	-96
Cc1oc(-c2ccccc2Cl)nc1CSCC(=O)N1CCCC1	-6	110	3	111	-17	-30	-1.2	-7	27
O=C(NNC(=S)Nc1ccccc1C(F)(F)F)c1cccnc1	6	105	7	110	-13	-7	0.4	51	-21
COc1ccc(N(C(=O)Cn2nnc(-c3ccc(F)cc3)n2)C(C)C(=O)NC2CCCC2)cc1OC (stereo unspecified)	-1	99	-3	98	2	-44	-0.8	-6	12
COc1ccc(C(=O)/C=C/c2ccc(OC)cc2OC)c(O)c1	6	107	5	108	-17	-4	-0.8	48	-1
Oc1ccc(/C=N/NC(=S)NCC2CCCO2)cc1 (stereo unspecified)	12	106	7	107	-6	-2	2.2	56	-32
COc1ccc(C2=NS(=O)(=O)N(C)C(C(=O)NC3CCCC3)=C2)cc1	3	102	4	104	5	-13	0.3	33	10
COc1cccc2c1cc1c(=O)n(CC(=O)NCCCN3CCN(C)CC3)nc(C)n12	1	98	3	100	-9	11	-1.0	40	8
O=C(Nc1ccc(Cl)cc1)Nc1ccc(C(=O)N2CCOCC2)cc1	-1	103	0	103	-16	-8	2.8	42	-9
CC(C)(C)NC(=O)COc1ccc(S(=O)(=O)N2CCCC2)cc1	11	103	3	102	20	-26	-0.8	8	6
Cc1ccccc1OCCC(=O)Nc1ccc(Cl)cc1F	1	90	-3	91	-9	-11	-1.8	-28	39
Cc1ccc(C)c(NC(=O)C2C3C=CC(O3)C2C(=O)O)c1 (stereo unspecified)	-5	101	3	106	-2	1	/	4	8

Structure	PfM18AAP inh	MEKK3 PB1 HTS	MEKK2mut PB1 HTS	MEKK2 WT-MEK5	GPR7 antagonist	DNA FID counter	OXTR agonist	PHOSPHO1 inh	NALP1 inh
Cc1noc(C)c1COc1ccc(C(=O)OCC(=O)N2CC(=O)Nc3ccccc32)cc1	1	105	3	103	-5	-31	1.2	42	15
CC(=O)c1ccc(NC(=O)CSCC(=O)Nc2ccc3ccccc3c2)cc1	6	100	-4	100	-2	-11	3.2	-4	-7
CCn1c(C)nnc1SCC(=O)Nc1ccc(Cl)cc1	1	105	2	106	-13	-8	/	46	11
CCC(=O)c1cccc2c1N=CC1=C(CC(C)(C)CC1=O)N2	0	105	2	107	-14	-5	-1.7	-47	1
CC(Nn1cnnc1)c1cc(Cl)ccc1O (stereo unspecified)	9	110	-7	98	-2	-2	0.1	1	-10
Cc1c(CCC(=O)N2CCC(C(=O)O)(c3ccccc3)CC2)c(=O)oc2cc3oc4c(c3cc12)CCCC4	4	100	1	105	2	-36	-0.2	34	-6
CN(CC(=O)Nc1cccc(F)c1)C(=O)COc1cccc2c1OC(C)(C)C2	3	102	9	108	-1	-30	1.1	43	32*
COc1cc(C(=S)N2CCCCC2)ccc1O	36*	100	0	101	-3	1	0.1	34	-7
Brc1ccc(-c2nnc3sc(CNCc4ccc5c(c4)OCO5)cn23)cc1	-2	104	1	110	-7	3	-1.9	-14	28
Cc1ccnc(NC(=O)CCC(=O)N(CC(=O)NCc2ccc(F)cc2)Cc2ccccc2)c1	2	101	2	102	2	-31	-1.0	37	5
COc1ccc(OCc2cc(C(=O)NCC(C)(C)N3CCOCC3)no2)c(Cl)c1	4	104	8	105	2	8	1.6	18	5
CCCCN(CC)C(=O)Cn1c(=O)sc2ccccc21	-4	102	4	104	-9	-4	-0.5	23	11

Structure	PfM18AAP inh	MEKK3 PB1 HTS	MEKK2mut PB1 HTS	MEKK2 WT-MEK5	GPR7 antagonist	DNA FID counter	OXTR agonist	PHOSPHO1 inh	NALP1 inh
Cc1ccc(C(CC(=O)N2CCOCC2)c2ccco2)cc1 (stereo unspecified)	9	97	-2	97	0	-19	-1.4	10	/
O=C(NCCc1ccc(Cl)cc1)C1CCC(=O)N1Cc1ccccc1Cl (stereo unspecified)	2	102	6	104	-5	-14	0.7	36	14
Cc1nc(S(=O)(=O)Cc2ccccc2Cl)nc2c1CCC2	-1	103	-4	99	-12	-4	0.1	45	2
Cn1c(SCC(=O)Nc2ccc(F)cc2)nnc1-c1cccnc1	-1	104	10	109	-8	0	0.4	-30	36
